# High-throughput results from PubChem BioAssay.
# EBV LMP1 NFkB: EBV LMP1-driven NF-kappaB luciferase reporter inhibitors, primary screen, cell-based, luminescence, single point | LMP1-induced NF-kappaB luciferase reporter cells | inhibition, % at 12.5 µM | 350,000 compounds, 0.69% hits; in the data active means inhibition above about 41%;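 further: 0% = neutral control wells and 100% = reference inhibitor control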
# SRC3 inh: SRC3 coactivator transcriptional activity inhibitors, primary screen, cell-based, luminescence; 360,000 compounds, 0.17% hits; AID 588352, 2011; inhibition, % at 3.6 µM; Nuclear receptor coactivator 3 (Homo sapiens), Q9Y6Q9; HEK293 GAL4-SRC3 luciferase reporter;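 active means inhibition above a per-campaign cutoff, the mean of all compounds plus 3 SD, cut at about 60% in these data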;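 further: 0% = DMSO-treated cells and 100% = gossypol-treated cells at 36 µM; higher means less SRC3-driven luciferase light from the GAL4 reporter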
# NR5A2 inv ag: LRH-1 (NR5A2) inverse agonists, primary screen, cell-based, luminescence, HEK293T, StAR-luciferase reporter; LRH-1 transfected, 24 h; Nuclear receptor subfamily 5 group A member 2 (Homo sapiens), O00482; 360,000 compounds, 0.13% hits; inhibition, % at 3.6 µM;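 active means inhibition above the mean inhibition of all tested compounds plus 3 SD, cut at about 73% in these data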;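 further: 0% = DMSO wells and 100% = reporter-only cells lacking LRH-1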
# NOD2 RIPK2 PPI: NOD2-RIPK2 binding disruptors in cells, primary screen, fluorescence, CHO cells, BLA complementation. 360,000 compounds, 0.38% hits. inhibition, % at 4.98 µM. Receptor-interacting serine/threonine-protein kinase 2 (Homo sapiens), O43353. CCF4 ratio; in the data active means inhibition above about 21%;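 further: 0% = vehicle only and 100% = reference blocker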
# NCOA2 inhibitor: inhibition of GAL4-SRC2 driven luciferase reporter, primary screen, SRC2 inhibitor project, cell-based, luminescence | Nuclear receptor coactivator 2 (Homo sapiens), Q15596 | HEK293 GAL4-SRC2 luciferase reporter | inhibition, % at 9 µM | 370,000 compounds, 0.17% hits;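 active means inhibition above the mean inhibition of all tested compounds plus 3 SD, set per campaign, cut at about 52% in these data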;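 further: 0% = DMSO treated cells and 100% = cells given Gossypol at 36 µM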
# TLR9-MyD88 block: inhibitors of TLR9-MyD88 association in cells, primary screen, cell-based, CHO, BLA complementation, fluorescence | CCF4 FRET ratio | Toll-like receptor 9 (Homo sapiens) + Myeloid differentiation primary response protein … | 340,000 compounds, 0.21% hits | inhibition, % at 4.98 µM;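 active means inhibition above the mean over all tested compounds plus 3 SD, cut at about 21% in these data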;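 further: 0% = DMSO only wells and 100% = clavulanate BLA inhibitor control wells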
# Target sequence (Q99836 whole entry, looked up): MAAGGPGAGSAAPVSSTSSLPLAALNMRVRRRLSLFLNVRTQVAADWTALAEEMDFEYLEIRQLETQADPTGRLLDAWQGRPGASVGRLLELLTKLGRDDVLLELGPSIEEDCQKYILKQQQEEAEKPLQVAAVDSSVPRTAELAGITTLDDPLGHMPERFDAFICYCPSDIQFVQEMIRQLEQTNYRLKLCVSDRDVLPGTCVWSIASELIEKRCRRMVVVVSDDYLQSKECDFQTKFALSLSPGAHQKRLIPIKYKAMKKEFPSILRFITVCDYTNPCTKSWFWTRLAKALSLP
# Target sequence (Q9NR96 whole entry, looked up): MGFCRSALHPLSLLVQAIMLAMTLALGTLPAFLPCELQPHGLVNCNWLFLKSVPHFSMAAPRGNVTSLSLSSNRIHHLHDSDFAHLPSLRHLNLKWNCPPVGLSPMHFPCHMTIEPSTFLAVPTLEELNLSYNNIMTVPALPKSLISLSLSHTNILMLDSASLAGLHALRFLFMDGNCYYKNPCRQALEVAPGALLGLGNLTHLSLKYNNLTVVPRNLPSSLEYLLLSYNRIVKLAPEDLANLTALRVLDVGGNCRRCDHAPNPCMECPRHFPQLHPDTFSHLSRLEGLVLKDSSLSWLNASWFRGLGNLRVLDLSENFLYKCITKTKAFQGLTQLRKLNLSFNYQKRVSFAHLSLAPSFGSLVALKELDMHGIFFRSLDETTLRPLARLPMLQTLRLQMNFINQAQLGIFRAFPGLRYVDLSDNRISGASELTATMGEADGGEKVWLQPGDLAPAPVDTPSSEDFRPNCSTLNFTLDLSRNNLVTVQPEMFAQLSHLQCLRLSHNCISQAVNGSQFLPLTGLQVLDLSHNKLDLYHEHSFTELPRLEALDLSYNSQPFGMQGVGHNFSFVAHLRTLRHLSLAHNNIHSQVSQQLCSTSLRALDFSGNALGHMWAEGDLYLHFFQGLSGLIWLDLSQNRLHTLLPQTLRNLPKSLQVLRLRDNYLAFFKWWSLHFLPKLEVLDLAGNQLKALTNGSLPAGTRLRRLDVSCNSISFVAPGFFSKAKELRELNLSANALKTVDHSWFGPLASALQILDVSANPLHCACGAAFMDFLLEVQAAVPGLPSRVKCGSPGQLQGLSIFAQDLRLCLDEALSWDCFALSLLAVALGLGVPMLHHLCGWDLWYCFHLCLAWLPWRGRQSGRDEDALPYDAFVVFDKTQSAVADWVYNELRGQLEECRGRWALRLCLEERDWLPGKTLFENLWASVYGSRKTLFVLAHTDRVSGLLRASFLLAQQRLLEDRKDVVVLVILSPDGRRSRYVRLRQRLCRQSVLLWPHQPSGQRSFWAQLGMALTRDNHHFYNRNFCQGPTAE
# ABHD5-PLIN5 inh: ABHD5-PLIN5 interaction inhibitors, primary screen, cell lysate, split luciferase complementation, luminescence. 360,000 compounds, 0.78% hits. inhibition, % at 4 µM. Split G. princeps luciferase complementation, 4 h;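 active means inhibition above the mean inhibition across every tested compound plus 3 SD, cut at about 22% in these data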;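 further: 0% = DMSO only wells and the 100% control is not disclosed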
# SRC1 inh: SRC1 coactivator transcriptional activity inhibitors, primary screen, cell-based, luminescence; inhibition, % at 3.6 µM; 360,000 compounds, 0.12% hits; Nuclear receptor coactivator 1 (Homo sapiens), Q15788; HEK293 GAL4-SRC1 luciferase reporter;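 active means inhibition above the campaign mean plus 3 SD, with each screening campaign given its own cutoff, cut at about 60% in these data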;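 further: 0% = DMSO treated cells and 100% = gossypol at 36 µM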
# MC4R ag barr: MC4R agonists recruiting beta-arrestin, primary screen, cell-based, luminescence, agonist arm of biased-ligand search; AID 540308, 2011; Melanocortin receptor 4 (Homo sapiens), P32245; activation, % at 8.9 µM; 360,000 compounds, 0.98% hits; U2OS MC4R beta-arrestin complementation; percent of melanotan II response, DMSO zero;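 active means activation above a per-plate cutoff, the mean activation of sample wells on that plate plus 3 SD, cut at about 8% in these data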
# MC4R antag cAMP: MC4R antagonists of cAMP signaling, primary screen, cell-based, TR-FRET, antagonist arm of biased-ligand search. MC4R-expressing cells, MTII-stimulated cAMP, LANCE TR-FRET. AID 540295, 2011. Melanocortin receptor 4 (Homo sapiens), P32245. inhibition, % at 6.5 µM. 360,000 compounds, 0.48% hits;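 active means inhibition above its plate's cutoff, the mean of tested wells on that plate plus 3 SD, cut at about 29% in these data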;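 further: 0% = Melanotan II alone and 100% = Melanotan II plus saturating MCL0020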
#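 Assay system: U2OS-MC4R stable cell line; Also added: Melanotan II; Technique: Eu-cAMP/anti-cAMP TR-FRET, emission 671 nm; Times: 30-min compound, 1-h challenge, 1-h detection, room temperature.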
# COUP-TFII inh: NR2F2 transcriptional activity inhibitors, primary screen, cell-based, luciferase reporter, HEK293T, luminescence | HEK293T NGFI-A luciferase reporter | inhibition, % at 8.6 µM | 370,000 compounds, 0.7% hits;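 active means inhibition above a per-plate cutoff, mean inhibition of test wells between control levels plus 3 SD, cut at about 38% in these data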;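 further: cells cotransfected with COUP-TFII expression vector driving the NGFI-A reporter; 0% = median of COUP-TF2 test wells and 100% = reporter-only cells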
# * marks the source's active call; other numbers are inactive results; . = no result given; & = joins results of further samples. These rows are one share of the data; count on the stated rates, not on these rows.
# A first look:
SMILES,EBV LMP1 NFkB,SRC3 inh,NR5A2 inv ag,NOD2 RIPK2 PPI,NCOA2 inhibitor,TLR9-MyD88 block,ABHD5-PLIN5 inh,SRC1 inh,MC4R ag barr,MC4R antag cAMP,COUP-TFII inh
Cc1ccc(C)c(S(=O)(=O)N2C(=S)NC(=O)C2C(C)C)c1 (stereo not given),5,11,-21,-3,-14,-13,0,-12,-0.2,-2,-2
CCOc1ccccc1CNC(=O)CNC(=O)c1cccs1,1,5,8,-1,.,-1,-3,-2,-2.1,11,.

# All compounds of this part, previewed entries included:
SMILES,EBV LMP1 NFkB,SRC3 inh,NR5A2 inv ag,NOD2 RIPK2 PPI,NCOA2 inhibitor,TLR9-MyD88 block,ABHD5-PLIN5 inh,SRC1 inh,MC4R ag barr,MC4R antag cAMP,COUP-TFII inh
Cc1ccc(C)c(S(=O)(=O)N2C(=S)NC(=O)C2C(C)C)c1 (stereo not given),5,11,-21,-3,-14,-13,0,-12,-0.2,-2,-2
CCOc1ccccc1CNC(=O)CNC(=O)c1cccs1,1,5,8,-1,.,-1,-3,-2,-2.1,11,.
CC(=O)/C=C(/C)NC(Cc1c[nH]c2ccccc12)C(=O)O (stereo not given),-10&-5,-4&4,-3&13,-5&-6,-4&-5,-4&7,2&2,-8&-18,-0.2&-1.3,17&2,3&15
COc1ccccc1Oc1ccc(S(=O)(=O)N2CCCCC2)cc1NC(=O)CCNC(C)=O,-7,5,-6,0,-2,-2,4,4,-3.0,1,13
Cc1ccccc1OCCn1cc(/C=C(\C#N)C(=O)NCc2ccco2)c2ccccc21,6,8,18,-3,1,-5,3,-32,26*,4,1
CCOc1ncccc1C(=O)N=C1SCCN1C(=O)c1cccnc1OCC,4,-5,10,-7,21,-3,-6,-10,0.9,-1,4
O=c1[nH]c2ccccc2nc1CCc1ccccc1,-21,-60,-52,10,-18,-16,6,-110,0.2,5,-5
CCN=C1S/C(=C\c2ccc(Sc3ccc(Cl)cc3)o2)C(=O)N1CC,-6,3,-10,-1,-18,-7,0,5,2.6,-7,-4
O=C(CSc1nnnn1-c1cccnc1)NCc1cccs1,-3,21,8,-10,19,-6,-5,5,1.5,-3,-2
C/C(=N\NC(=O)c1ccccc1)c1cccc(Br)c1,-30,-55,-70,6,-41,3,-5,-54,-3.0,24,-42
COc1ccccc1-n1nnnc1SCc1cc2c(cc1Br)OCO2,3,26,19,-2,0,2,2,-8,-1.8,2,2
CC12CCC(=O)N1C(C(=O)N1CCN(S(=O)(=O)c3ccc(Br)cc3Cl)CC1)CS2 (stereo not given),3,-27,-7,-1,-3,3,14,-5,-0.5,2,12
CCCCn1c(=O)c(-[n+]2ccccc2)c([O-])c2ccccc21,-2,-18,8,-4,5,-6,-12,-9,-1.8,13,17
CCCCc1cc(=O)oc2c(CN3CCCC3)c(O)c(Cl)cc12,4,-15,-11,-12,-17,-12,-3,-23,-2.6,8,10
COc1ccc(CCNS(=O)(=O)c2ccc(OC)cc2)cc1,-2,10,9,-1,15,-6,6,-6,0.9,3,3
CCn1cc(CCCC(=O)NCc2ccccc2OC)c2ccccc21,2,3,-7,6,2,-10,10,2,0.1,8,2
COc1cccc(CN2CC(C(=O)N(C)C3CCOCC3)CCC2=O)c1 (stereo not given),-3,4,-1,2,-20,-6,-2,12,-0.2,4,-12
Cc1ccc(S(=O)(=O)NCCC(=O)NC2CCCC2)cc1,1,-4,-46,6,-13,-8,3,-13,-0.9,10,5
CCOC(=O)c1ccc(NS(=O)(=O)c2ccc3c(c2)CCCN3C(C)=O)cc1,4,11,11,2,10,-2,-1,9,-0.8,-5,-1
C=C(C)C1CC=C(C)/C(=N\NC(=O)CNc2cccc3ccccc23)C1 (stereo not given),-3,0,-4,-6,-5,8,0,-20,-1.5,-4,-11
O=C(O)CCn1cc(-c2ccc(F)cc2)nc1-c1ccncc1,-3,-24,-3,-12,-10,-5,7,-1,-1.1,-10,-22
Cc1ccccc1N1CCN(CC(=O)Nc2nc(C)c(C(=O)N(C)C)s2)CC1,0,7,-2,-7,1,-1,5,-9,-0.8,-2,-9
CNC(=O)C(=O)Nc1nc(C23CC4CC(CC(C4)C2)C3)cs1,-21,-17,-12,-13,-28,-9,3,5,2.9,0,-10
O=C1c2ccccc2C(=O)N1c1ncc(Cc2ccc(Cl)cc2)s1,-56,23,7,6,-11,6,3,-8,-0.2,19,-13
O=C(COc1ccccc1)N1CCc2ccccc21,0,-65,-59,-8,-67,-3,-1,-30,-0.1,0,-44
CCOC(=O)c1nc(C)nc(Sc2n[nH]c(-c3ccc(C(C)(C)C)cc3)n2)c1C,-3,-9,-57,4,-19,-6,-7,-51,9.3*,-1,-30
COc1ccc(S(=O)(=O)N2c3cc(C)ccc3OCC2C(C)(C)C)cc1 (stereo not given),8,4,-6,-1,-64,3,-4,1,-2.1,-19,1
O=C(c1ccc(COCC(F)(F)F)o1)N1CCCCCC1,-1,11,-20,-1,8,5,-6,0,0.0,2,-18
O=C(Cc1ccccc1)N/N=C/c1ccccc1OCc1ccc(Cl)cc1,-9,-7,-1,-7,-2,5,-4,-37,-2.9,4,-4
Cc1cc(C)nc(Nc2n[nH]c(COc3ccccc3)n2)n1,-10,11,-1,-6,2,13,5,-9,-1.8,10,-8

# 13 entries from above in another layout:
EBV LMP1 NFkB	SRC3 inh	NR5A2 inv ag	NOD2 RIPK2 PPI	NCOA2 inhibitor	TLR9-MyD88 block	ABHD5-PLIN5 inh	SRC1 inh	MC4R ag barr	MC4R antag cAMP	COUP-TFII inh	SMILES
1	-4	-46	6	-13	-8	3	-13	-0.9	10	5	Cc1ccc(S(=O)(=O)NCCC(=O)NC2CCCC2)cc1
4	11	11	2	10	-2	-1	9	-0.8	-5	-1	CCOC(=O)c1ccc(NS(=O)(=O)c2ccc3c(c2)CCCN3C(C)=O)cc1
-3	0	-4	-6	-5	8	0	-20	-1.5	-4	-11	C=C(C)C1CC=C(C)/C(=N\NC(=O)CNc2cccc3ccccc23)C1 (stereo not given)
-3	-24	-3	-12	-10	-5	7	-1	-1.1	-10	-22	O=C(O)CCn1cc(-c2ccc(F)cc2)nc1-c1ccncc1
0	7	-2	-7	1	-1	5	-9	-0.8	-2	-9	Cc1ccccc1N1CCN(CC(=O)Nc2nc(C)c(C(=O)N(C)C)s2)CC1
-21	-17	-12	-13	-28	-9	3	5	2.9	0	-10	CNC(=O)C(=O)Nc1nc(C23CC4CC(CC(C4)C2)C3)cs1
-56	23	7	6	-11	6	3	-8	-0.2	19	-13	O=C1c2ccccc2C(=O)N1c1ncc(Cc2ccc(Cl)cc2)s1
0	-65	-59	-8	-67	-3	-1	-30	-0.1	0	-44	O=C(COc1ccccc1)N1CCc2ccccc21
-3	-9	-57	4	-19	-6	-7	-51	9.3*	-1	-30	CCOC(=O)c1nc(C)nc(Sc2n[nH]c(-c3ccc(C(C)(C)C)cc3)n2)c1C
8	4	-6	-1	-64	3	-4	1	-2.1	-19	1	COc1ccc(S(=O)(=O)N2c3cc(C)ccc3OCC2C(C)(C)C)cc1 (stereo not given)
-1	11	-20	-1	8	5	-6	0	0.0	2	-18	O=C(c1ccc(COCC(F)(F)F)o1)N1CCCCCC1
-9	-7	-1	-7	-2	5	-4	-37	-2.9	4	-4	O=C(Cc1ccccc1)N/N=C/c1ccccc1OCc1ccc(Cl)cc1
-10	11	-1	-6	2	13	5	-9	-1.8	10	-8	Cc1cc(C)nc(Nc2n[nH]c(COc3ccccc3)n2)n1

# New compounds follow.
SMILES,EBV LMP1 NFkB,SRC3 inh,NR5A2 inv ag,NOD2 RIPK2 PPI,NCOA2 inhibitor,TLR9-MyD88 block,ABHD5-PLIN5 inh,SRC1 inh,MC4R ag barr,MC4R antag cAMP,COUP-TFII inh
CCCCCOP(=O)(c1ccccc1)c1ccccc1,-25,11,-1,4,-5,5,-2,7,-1.6,7,19
CCOc1ccc2c(C)c(C(=O)O)oc2c1OCC,3,0,-11,2,-14,12,-2,6,0.4,5,-4
CCOC(=O)N1CCN(C(=O)c2ccc(Cl)c(NC(=O)c3cccs3)c2)CC1,5,7,1,1,6,11,-6,0,-1.2,-5,-3
CC(C)CNC(=O)C1(C)CCCN1Cc1ccccc1OC(F)F (stereo not given),.,-17,-1,1,13,.,4,-12,-0.4,-4,3
CC1(Oc2ccc3ccccc3c2)CCN(Cc2ccc(OC(F)(F)F)cc2)C1 (stereo not given),.,4,10,-1,5,.,0,12,2.5,1,12
CN(C)S(=O)(=O)c1ccc(Cl)c(NC(=O)CN2CCc3ccccc3C2)c1,9,7,0,-10,-4,-8,-2,-6,-0.3,14,7
CCCNC(=O)C1(C)CCN(C(=O)c2ccc3snnc3c2)C1 (stereo not given),.,10,2,-9,-29,.,6,-2,0.1,6,13
O=C(NCCc1c[nH]c2ccccc12)C(=O)Nc1cc2c3c(c1)CC(=O)N3CCC2,-7,-4,-22,-2,-27,-4,4,-5,-4.0,-1,0
Cc1cc(NC(=O)CSc2nnc(C3COc4ccccc4O3)n2C)no1 (stereo not given),1,9,-5,-5,6,-4,-5,-16,-0.1,0,7
CCOc1ccc(NC(=O)C(CC)NC(=O)c2ccccc2CO)cc1 (stereo not given),4,4,9,1,-12,3,5,-26,-1.3,7,3
Cc1ccc2nc(-c3ccccc3)c(Cc3ccsc3)n2c1,.,.,-83,-15,-27,.,1,.,.,.,-23
